Screens: PubChem, Sanford-Burnham Center for Chemical Genomics
SENP8 block-1 – inhibitors of human SENP8 protease | Q96LD8 | purified SENP8, Z-RLRGG-aminoluciferin cleavage, luminescence | inhibition, % at 10 µM | 1.2% of 330,000 active | AID 2540; in the data active means inhibition above about 50%
beta cell repl – inducers of beta-cell replication in MIN6 cells; MIN6 cells proliferation, ATPlite luminescence, 48 h; cells starved in 0.2% serum; 100% = growth in 10% serum; proliferation, % at 10 µM; 0.29% of 330,000 active; AID 2380;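 active means compounds whose signal lies at least 3.5 SD above the mean of all wells on their plate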;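 further: 0% = DMSO-treated cells in low-serum medium and 100% = 10% serum control; some compounds called inactive have numbers as strong as hits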
SENP8 block-2 – inhibitors of human SENP8 protease. Q96LD8. recombinant SENP8, Nedd8 substrate fluorescence. inhibition, % at 20 µM. 0.64% of 360,000 active. AID 602440; in the data active means inhibition mostly above about 40%, no sharp cut-off; inactive means mostly below about 27%
PfGluPho inh – PfG6PD (Plasmodium falciparum) enzyme inhibition. 0.78% of 350,000 active. inhibition, % at 20 µM. AID 504690. PfGluPho enzyme, NADPH resazurin-diaphorase fluorescence;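 active means inhibition reaching at least a set limit at 20 µM in the primary screen, cut at about 59% in these data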;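 further: 0% = DMSO wells with substrate and 100% = DMSO wells lacking glucose-6-phosphate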
SENP6 inh – inhibitors of human SENP6 protease | Q9GZR1 | Recombinant SENP6 catalytic domain, aminoluciferin luminescence | inhibition, % at 10 µM | 1.8% of 330,000 active;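 active means inhibition above about 50% at the single tested dose, limit read from the data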;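 further: plate controls were DMSO wells with enzyme for no effect and DMSO wells lacking enzyme for full effect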
SENP1 FRET inh – SENP1 (human) catalytic domain inhibition. inhibition, % at 10 µM. recombinant SENP1 catalytic domain, CyPet-SUMO1-YPet FRET cleavage. Q9P0U3. 0.21% of 360,000 active;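 active means inhibition at least 30% at 10 µM, raw YFP signal under a set limit, fluorescence ratio 0.5 to 1.5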;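 further: 0% = enzyme with DMSO and 100% = no enzyme wells; some results filed as inactive read as strong as hits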
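Material – human SENP1 catalytic domain · Input – SENP1 enzyme, 20 pM final · Compound dosing – single concentration of 10 µM compound, 0.5% DMSO final · Timing – enzyme reaction for 50 min at room temperature, dark · Measured by – FRET fluorescence in CFP and YFP emission channels · Control set – no-enzyme wells low, DMSO-plus-enzyme wells high control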
UBC13 polyUb – inhibitors of human UBC13 polyubiquitin chain formation. inhibition, % at 20 µM. AID 485273. TR-FRET. P61088. 0.47% of 330,000 active; in the data active means inhibition above about 45%, passing the limit was not always enough
Target sequence (P61088 whole entry, looked up): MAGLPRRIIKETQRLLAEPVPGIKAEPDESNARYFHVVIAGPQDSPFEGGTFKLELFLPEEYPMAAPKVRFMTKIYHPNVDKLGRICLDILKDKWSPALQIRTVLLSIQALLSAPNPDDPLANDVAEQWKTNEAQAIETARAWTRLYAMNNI
SENP7 inh – blocks the human protease SENP7. 1.5% of 330,000 active. recombinant SENP7, Z-RLRGG-aminoluciferin luminescence, 40 min. inhibition, % at 5 µM;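 active means inhibition above about 50% at the single test dose, limit read from the data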;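 further: plate controls were DMSO with enzyme for no effect and no enzyme buffer wells for full effect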
HKDC1 inhibitor – inhibitors of human hexokinase HKDC1 | Q2TB90 | recombinant HKDC1, G6PDH/diaphorase resazurin coupled fluorescence | inhibition, % at 20 µM | 0.16% of 340,000 active;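 active means inhibition above about 35% when tested at 20 µM, limit read from the data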;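 further: plate controls were DMSO wells with enzyme for no effect and DMSO wells lacking enzyme for full effect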
Target sequence (Q2TB90 whole entry, looked up): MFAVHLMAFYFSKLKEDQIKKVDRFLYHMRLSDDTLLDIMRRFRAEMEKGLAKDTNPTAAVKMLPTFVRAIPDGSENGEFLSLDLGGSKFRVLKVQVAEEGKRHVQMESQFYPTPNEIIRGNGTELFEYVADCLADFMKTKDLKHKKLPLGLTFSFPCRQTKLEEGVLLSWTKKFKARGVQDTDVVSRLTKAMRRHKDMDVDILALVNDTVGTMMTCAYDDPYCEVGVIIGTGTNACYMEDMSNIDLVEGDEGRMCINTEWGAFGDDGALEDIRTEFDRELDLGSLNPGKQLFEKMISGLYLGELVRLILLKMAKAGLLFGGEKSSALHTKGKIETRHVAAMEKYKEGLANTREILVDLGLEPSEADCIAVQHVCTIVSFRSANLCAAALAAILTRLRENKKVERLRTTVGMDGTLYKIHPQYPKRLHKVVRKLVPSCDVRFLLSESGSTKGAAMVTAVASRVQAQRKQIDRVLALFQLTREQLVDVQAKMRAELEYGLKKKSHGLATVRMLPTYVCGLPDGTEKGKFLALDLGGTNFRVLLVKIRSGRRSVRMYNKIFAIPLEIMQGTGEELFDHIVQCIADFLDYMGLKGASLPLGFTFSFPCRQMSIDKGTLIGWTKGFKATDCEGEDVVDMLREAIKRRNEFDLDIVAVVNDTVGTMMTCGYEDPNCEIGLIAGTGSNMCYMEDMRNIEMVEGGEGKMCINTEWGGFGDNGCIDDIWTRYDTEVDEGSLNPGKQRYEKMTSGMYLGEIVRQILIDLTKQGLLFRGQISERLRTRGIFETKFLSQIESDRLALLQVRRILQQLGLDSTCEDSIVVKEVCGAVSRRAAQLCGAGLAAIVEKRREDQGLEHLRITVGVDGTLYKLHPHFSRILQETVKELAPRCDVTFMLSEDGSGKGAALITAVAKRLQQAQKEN
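Incubation: 90 min at room temperature in dark / Material: recombinant HKDC1 (HK5) hexokinase enzyme, produced in-house / Quantity: enzyme 5 µg/mL final / Compound: one dose of 20 µM, 1% DMSO / Reagent: glucose and ATP substrates / Buffer or medium: Tris pH 8.0 buffer with MgCl2, Tween-20, BSA, BME / Technique: resorufin fluorescence at 613 nm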
An asterisk follows results filed as active; i = inactive; . = not tested or not shown.

Order of results – SENP8 block-1	beta cell repl	SENP8 block-2	PfGluPho inh	SENP6 inh	SENP1 FRET inh	UBC13 polyUb	SENP7 inh	HKDC1 inhibitor
1) Cc1ccc2c(c1)N(CC(=O)N1CCCCCC1)C(=O)CO2
 : 5	-1	12	-3	11	1	8	-3	3
2) CC1CCC2(CC1)NC(=O)N(Cc1nc(-c3ccccc3)no1)C2=O (stereo not drawn)
 : -6	-1	13	8	-22	1	-6	-3	-2
3) COc1cccc(NC(=O)n2nc(N)cc2-c2ccc(Cl)cc2)c1
 : -1	-2	-6	8	0	1	7	-3	2
4) O=C(NNC(=O)c1cc([N+](=O)[O-])ccc1Cl)c1cccnc1
 : 8	-3	13	3	0	0	-9	1	-1
5) Cc1cccn2c(CNCCc3ccco3)c(C(=O)N3CCOCC3)nc12
 : -5	3	-32	1	-1	-17	-11	-11	-1
6) CCOC(=O)C(NC(=O)Nc1ccc(O)cc1)(c1ccccc1)C(F)(F)F (stereo not drawn)
 : -17	0	31	26	4	1	-5	-16	-4
7) CCCC(NC(=O)C(C)N1CCN(S(=O)(=O)c2ccccc2)CC1)c1ccccc1 (stereo not drawn)
 : 5	2	5	4	-5	2	6	2	-1
8) COC(=O)CCCCCNC(=S)Nc1ccc2[nH]c(=O)[nH]c2c1
 : 1	-3	5	1	5	-2	-8	6	-6
9) CC(=O)c1ccc(S(=O)(=O)Nc2cccc(-n3cnnn3)c2)cc1
 : -5	0	-2	1	-17	-2	-7	1	7
10) CCc1ccc(CN2CCC(n3nccc3NC(=O)Cc3ccccc3)CC2)o1
 : 7	-1	-4	5	6	0	9	-5	-6
11) COc1ccc(OC)c(C(=O)NC(CC(N)=O)c2ccc(N3CCC(Cc4ccccc4)CC3)c([N+](=O)[O-])c2)c1 (stereo not drawn)
 : -4	-4	-8	-6	1	1	0	-5	-4
12) CCOc1ccc(NC(=S)NCc2ccc3c(c2)OCO3)cc1
 : 1	-3	34	6	0	2	-1	7	0
13) O=C(CSc1n[nH]c(=O)n1-c1ccc2c(c1)OCCO2)Nc1ccccc1
 : -8	4.9*	5	-16	-6	1	-11	-9	1
14) Cc1ccc2c(CNCc3ccco3)cc(=O)oc2c1
 : 2	-2	1	-2	-5	-8	2	-3	-4
15) CCN(Cc1ccc(OC)c(COC)c1)CC1CCCN(CCc2cccc(F)c2)C1 (stereo not drawn)
 : -11	-4	10	-17	-6	0	-4	-10	3
16) CCCn1c(SCC(=O)Nc2ccccc2N2CCOCC2)nc2c1c(=O)n(C)c(=O)n2C
 : -10	0	17	9	-20	2	0	0	-9
17) CCn1c(Cc2ccc(OC)cc2)nnc1SCc1nc2ccccc2c(=O)[nH]1
 : 13	0	9	-4	16	2	3	4	2
18) CCSS(=O)(=O)c1cccc2cccnc12
 : 0	0	15	80*	4	-2	-6	-7	2
19) CCN(CC)Cc1c(O)ccc2c(=O)c(-c3ccccc3OC)coc12
 : -10	0	-462	4	6	-2	12	9	-4
20) COC(=O)COc1cccc(-n2cnnn2)c1
 : -9	0	6	-7	-9	0	0	-1	4
21) COc1cc2cc(CN(CCO)S(=O)(=O)c3ccccc3)c(=O)[nH]c2cc1OC
 : -6	-1	-288	-9	-13	1	9	1	4
22) C=CCN1CCN(C(CC(C)C)c2nnnn2CCOC)CC1 (stereo not drawn)
 : -2	-2	10	-12	-22	-1	0	-6	-4
23) CCOC(=O)c1cc(NC(=O)C2C3CCC(O3)C2C(=O)O)cc(C(=O)OCC)c1 (stereo not drawn)
 : -3	2	-51	-16	11	2	1	-6	-9
24) COc1cccc(C(=O)n2cnnc2N)c1OC
 : 1	-1	11	-1	3	7	8	-1	-13
25) CCOC(=O)CNC(=O)CSc1nc(-c2ccc(C)cc2)ns1
 : -8	-2	17	5	-11	3	0	9	-6
26) O=C(C1=C[C@H](c2ccc(C(F)(F)F)cc2)C[C@H](OCCCCO)O1)N1CCN(Cc2ccccc2)CC1
 : -3	-6	8	6	6	-8	16	-3	4
27) N#CCCNS(=O)(=O)c1ccc(C(=O)OCC(=O)Nc2ccc3c(c2)OCO3)cc1
 : -9	1	6	19	1	-1	20	-11	-4
28) COc1cc(OC)c2c(-c3cccc(/C=C/c4ccc(F)cc4)c3)cc(=O)oc2c1
 : .	.	-232	2	.	6	.	0	7
29) CN(C)/N=C1\C(=O)N(CN2CCN(c3ccccc3)CC2)c2ccccc21
 : 3	0	29	11	2	1	3	-1	5
30) COCC1CCCCC1OS(N)(=O)=O (stereo not drawn)
 : 0	-3	11	16	-15	1	5	-14	-6
31) O=C(Nc1ccc(Br)cc1)c1ccc(Br)c(S(=O)(=O)Nc2cccnc2)c1
 : -19	-2	18	-32	-15	-1	-6	-6	-2
32) OCCC1CN(Cc2nc3ccccc3s2)CCN1CCc1ccccc1 (stereo not drawn)
 : -3	0	7	2	-5	-9	16	1	0
33) CC(=O)Nc1c(Cl)n(C(C)=O)c2ccccc12
 : -2	-2	12	13	0	1	-5	6	-5
34) Cc1ccc(NC(=S)NC(=O)c2cncc(Br)c2)c(C)c1
 : -5	-3	16	-6	-4	1	16	0	-3
35) O=C(COC(=O)CCC(=O)c1cccs1)NC(=O)c1ccc(OC(F)F)cc1
 : 0	4	13	6	0	-2	8	-3	2
36) CC1=CC2=NC(=O)CC(C)(C(=O)N(CC(=O)NC3CCCC3)Cc3ccccc3)N2C=C1 (stereo not drawn)
 : 11	-2	-302	0	-1	-3	11	5	-1
37) CC(C)N(C(=O)[C@H]1C[C@H](CC(=O)NCCCN(C)C)C(=O)N2CCc3c([nH]c4ccc(Cl)cc34)[C@]12C)C(C)C
 : .	.	12	-7	.	3	.	-10	0
38) Cc1ccc(NC(=O)CSc2nnc(-c3cccs3)o2)cc1S(=O)(=O)N(C)C
 : -1	-1	.	.	-8	.	-1	7	.
39) Cc1cc2cc(CNC(=O)c3ccc(Br)o3)ccc2n1C
 : -6	-2	-29	41	0	0	-8	1	13
40) CN(C(=O)CN(C)S(=O)(=O)c1ccc(F)cc1)c1c(N)n(Cc2ccccc2)c(=O)[nH]c1=O
 : -8	-2	-20	-17	-21	0	-7	-15	-3
41) CC(=O)N1CCc2cc(S(=O)(=O)CCC(=O)N3CCN(c4ccccc4F)CC3)ccc21
 : 6	3	13	-13	-10	-1	-8	4	1
42) O=C(c1cc(N2CCCCC2)nc2ccccc12)N1CCOCC1
 : 0	3	-288	-3	-5	-11	-8	-11	-8
43) CCc1ccc(-c2nc(SCC(=O)N(C)C3CCS(=O)(=O)C3)n[nH]2)cc1 (stereo not drawn)
 : -2	1	-10	-2	2	-7	0	-5	-1
44) Clc1ccc(/C=C/c2nc3ccccc3[nH]2)c(Cl)c1
 : 97*	-6	-273	30	100*	-4	-4	99*	1
45) COc1cc(Cl)ccc1OCc1cc(C(=O)N2C[C@]3(C)C[C@H]2CC(C)(C)C3)no1
 : -8	-7	2	0	-12	-6	-5	-20	6
46) COc1ccc(-c2cc(C)no2)cc1S(=O)(=O)NCc1ccc(OC(C)C)cc1
 : 1	-2	5	-5	9	2	0	2	2
47) O=C(CSc1nn(-c2ccc(Cl)cc2)c(=S)s1)N1CCN(C(=O)c2ccco2)CC1
 : -15	-4	3	-19	1	3	-11	-6	0
48) Cc1nc(-c2ccc(NS(C)(=O)=O)cc2)cs1
 : -10	-3	16	18	12	2	8	2	3
49) Cc1nc(CS(=O)(=O)c2ccccc2)cc(Sc2ccc(Cl)cc2Cl)n1
 : -1	4	13	11	-2	-1	-1	-1	10
50) Cn1c(Cn2c(=O)sc3ccccc32)nnc1SCC(=O)Nc1cccc(Cl)c1
 : -3	-3	21	28	-3	1	11	-1	-6
51) Nc1nc(NCC2CCCO2)nc(Nc2ccccc2)c1[N+](=O)[O-] (stereo not drawn)
 : -1	0	13	-4	-8	1	1	-1	-8
52) CCC(OC(=O)C(CC(C)C)NC(=O)c1ccccc1)C(=O)Nc1nnc(C)s1 (stereo not drawn)
 : -11	2	0	-20	-15	3	-8	-8	0
53) Cc1nn(CCOc2ccccc2)c(=O)n1-c1ccccc1F
 : -10	2	11	1	3	3	-1	4	-13
54) CCOc1ccccc1Nc1nc(N2CCCC2)nc(N2CCOCC2)n1
 : -8	-4	15	-7	-11	2	10	-9	4
55) CC(=O)NC(c1ccccc1)c1cc([N+](=O)[O-])c2cccnc2c1O (stereo not drawn)
 : 5	-7	52*	29	9	-1	-18	7	15
56) COCCNC(=O)c1onc(CSc2ccc(F)cc2)c1C(=O)NCCOC
 : -7	0	8	6	-13	-1	-9	14	-6
57) O=c1c2c3c(sc2[nH]c(=S)n1Cc1ccco1)CCC3
 : 5	-5	-10	16	-70	-3	30	0	2
58) COc1cc(/C=C(\CCC(=O)O)c2nc3ccccc3s2)ccc1OCC(=O)Nc1c(Cl)cccc1Cl
 : -2	-3	i	-17	-2	-8	2	2	16
59) COC(=O)c1sccc1NC(=O)CSc1ccc(Cl)cc1
 : -6	0	12	0	6	-1	7	-2	6
60) CCN(CC)Cc1c(O)c(Cl)cc2c(C)cc(=O)oc12
 : 3	-2	-346	12	-7	-166	21	0	-4

Following part:
Order of results – SENP8 block-1	beta cell repl	SENP8 block-2	PfGluPho inh	SENP6 inh	SENP1 FRET inh	UBC13 polyUb	SENP7 inh	HKDC1 inhibitor
61) O=C(c1cccs1)N1CCN=C1SCc1ccccc1F
 : 6	-4	14	-7	18	2	4	2	-2
62) CN(Cc1ccc2c(c1)OCCO2)C(=O)CSc1ncnc2sccc12
 : 5	-2	-22	11	2	-19	15	2	-2
63) CCOC(=O)CN(c1cc([N+](=O)[O-])ccc1OC)S(C)(=O)=O
 : -3	-3	14	-2	-2	0	4	2	-15
64) S=C1SCN(Cc2ccccc2)CN1Cc1ccccc1
 : -2	-5	9	-1	-14	3	-4	-7	3
65) CCCn1c(O)c(N=NC(=O)CNC(=O)Cc2ccc(OC)cc2)c2ccccc21
 : -9	-1	18	-11	-2	2	-20	-5	-4
66) O=C(NNS(=O)(=O)c1ccc([N+](=O)[O-])cc1)c1ccccc1
 : .	.	15	16	.	4	.	.	1
67) COc1ccc(NC(=O)CC2C(=O)N(c3ccc(Cl)cc3)C(=S)N2CCc2ccncc2)cc1 (stereo not drawn)
 : -5	-5	7	4	0	1	14	1	0
68) COc1ccc(CCNC(=O)C2CCC(=O)N(C3CCCCCC3)C2)cc1 (stereo not drawn)
 : -9	-1	5	-4	-9	0	-3	-24	0
69) CC(C)OC(=O)c1cc2c(ccn2C)n1CC(=O)N(Cc1ccccc1)c1ccccc1
 : -12	-5	-6	6	-2	-16	-6	-3	-1
70) COc1ccc(NC(=O)/C(=C/c2ccc(OC(C)=O)c(OC)c2)NC(C)=O)cc1
 : -10	-2	12	-23	-3	-4	-8	6	7
71) O=C(Nc1cccc2c1C(=O)NC2=O)c1ccccc1[N+](=O)[O-]
 : 6	-2	-43	9	-13	-37	11	2	-6
72) COc1cc(NC(=O)C23CC4CC(C2)CC(n2nnc(C)n2)(C4)C3)c(OC)cc1Cl
 : 8	-3	14	-6	-3	2	18	6	5

Pulled one by one from above, three records:
Order of results – SENP8 block-1	beta cell repl	SENP8 block-2	PfGluPho inh	SENP6 inh	SENP1 FRET inh	UBC13 polyUb	SENP7 inh	HKDC1 inhibitor
51) Nc1nc(NCC2CCCO2)nc(Nc2ccccc2)c1[N+](=O)[O-] (stereo not drawn)
 : -1	0	13	-4	-8	1	1	-1	-8
50) Cn1c(Cn2c(=O)sc3ccccc32)nnc1SCC(=O)Nc1cccc(Cl)c1
 : -3	-3	21	28	-3	1	11	-1	-6
19) CCN(CC)Cc1c(O)ccc2c(=O)c(-c3ccccc3OC)coc12
 : -10	0	-462	4	6	-2	12	9	-4
